# 15-hLO-2 inh: inhibitors of human 15-lipoxygenase 2 (ALOX15B); O15296; purified 15hLO-2, xylenol orange hydroperoxide absorbance; Potency, µM (series often up to 57.1 µM), for inactives: at the highest dose activity change, negative = inhibition, usual class: inhibitors; actives 0.56% (n = 110,000); AID 881; further: potency means the concentration at half of the fitted maximal effect; nearly all actives have a fitted effect of over 60% in size; many of its hits are not listed in these tables
# Target sequence (O15296 whole entry, looked up): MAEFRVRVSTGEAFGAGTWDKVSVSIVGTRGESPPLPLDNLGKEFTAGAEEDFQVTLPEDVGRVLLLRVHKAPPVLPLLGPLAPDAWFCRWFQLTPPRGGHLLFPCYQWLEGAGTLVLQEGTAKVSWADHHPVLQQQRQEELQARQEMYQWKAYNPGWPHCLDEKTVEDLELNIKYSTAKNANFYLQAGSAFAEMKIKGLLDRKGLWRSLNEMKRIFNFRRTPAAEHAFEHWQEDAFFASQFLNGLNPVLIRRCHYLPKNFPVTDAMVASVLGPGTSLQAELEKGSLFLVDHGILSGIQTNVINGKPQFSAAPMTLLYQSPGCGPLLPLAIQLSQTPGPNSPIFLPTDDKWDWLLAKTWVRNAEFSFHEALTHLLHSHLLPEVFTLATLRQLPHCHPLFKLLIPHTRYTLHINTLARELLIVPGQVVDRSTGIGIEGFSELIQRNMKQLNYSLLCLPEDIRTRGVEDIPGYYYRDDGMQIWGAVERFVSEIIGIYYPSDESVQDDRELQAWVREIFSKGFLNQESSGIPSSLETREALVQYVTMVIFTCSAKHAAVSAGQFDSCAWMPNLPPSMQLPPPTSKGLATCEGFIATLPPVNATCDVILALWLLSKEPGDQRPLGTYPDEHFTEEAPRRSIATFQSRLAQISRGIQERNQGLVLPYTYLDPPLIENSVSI
#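 Enzyme 50 nM, AA 45 uM, 25 mM Hepes pH 7.5 + 0.01% Triton X-100; cpd preinc 15 min RT, rxn 90 min RT; stop/detect with 200 uM XO + 300 uM Fe(II) in 50 mM H2SO4, 30 min; A573/A405.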
# IMPase inh: membrane-permeable compound that blocks inositol monophosphatase | P97697 | CHO-M1 cells, IP1 accumulation, HTRF TR-FRET ratio | inhibition (IP1 accumulation), % at 46.1 µM | 120,000 tested, under 10 active; active means well fitted curve in the direction sought with a large enough effect in the signal ratio, not every such curve was filed as active; inconclusive means small, poorly fitted or top-dose-only effect, or a change in a side signal; inactive means no such curve, though single readings can be large or run the other way; the % refers to the signal ratio;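 further: cells stimulated with carbachol in lithium chloride buffer; plate controls were DMSO basal wells for no effect and reference inhibitor wells for full effect; higher means more IMPase inhibition seen as more IP1 and lower FRET ratio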
# Target sequence (P97697 whole entry, looked up): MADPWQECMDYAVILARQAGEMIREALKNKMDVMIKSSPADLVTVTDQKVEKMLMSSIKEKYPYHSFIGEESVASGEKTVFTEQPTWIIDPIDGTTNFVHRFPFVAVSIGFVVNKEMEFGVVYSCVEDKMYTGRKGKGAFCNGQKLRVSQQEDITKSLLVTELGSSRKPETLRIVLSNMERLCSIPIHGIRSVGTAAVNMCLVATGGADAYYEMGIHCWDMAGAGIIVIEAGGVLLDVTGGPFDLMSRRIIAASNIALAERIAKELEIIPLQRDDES
#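 CHO-M1, 2000 cells/well, cultured 16–30 h; cpd up to 46 uM; carbachol (50 uM solution, stimulation buffer w/ 50 mM LiCl, pH 7.4), 30 min 37C; IP-One TR-FRET, 10 min RT; Ex 320/Em 665, 620; Hill-fit AC50.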
# 12-hLO inh: 12-hLO (ALOX12) enzyme inhibition. purified 12-hLO, xylenol orange hydroperoxide absorbance. actives 0.12% (n = 150,000). Potency, µM (doses to about 57.1 µM), without a hit: at the top dose activity change, negative = inhibition, most hits filed as inhibitors. AID 1452; further: potency means the concentration at half of the fitted maximal effect; nearly all actives have a fitted effect of over 55% in size; many of its hits are not listed in these tables
#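 150 nM 12hLO, 25 mM Hepes pH 7.0 + 0.01% Triton X-100; cpd preinc 15 min RT; 40 uM arachidonic acid, 30 min RT; Fe-XO 30 min; A573/A405 ratio as read-out.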
# PNC inhibitor: inhibitors of perinucleolar compartment assembly; PC3M PTB-GFP, PNC prevalence imaging, 16 h; active compounds read low; actives 3.1% (n = 140,000); activity change (PNC), negative = inhibition, % at 10 µM; AID 2417;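 active means readout at or below -70, meaning at least 70% loss of cells showing the perinucleolar compartment, a nuclear body marking cancer cells; inconclusive means readout between -30 and a set limit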;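 further: plate controls were DMSO wells for no effect and camptothecin positive control wells for full effect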
#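 PC3M cells stably expressing PTB-GFP, 750–1000 cells/well, treated 16 h at 37 °C with compound (23 nl of library stock), in duplicate. After paraformaldehyde fixation and Hoechst stain, imaged at 20x; PNC prevalence scored by image analysis.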
# Numbers without * were called inactive; u = inconclusive; x = no result given; [ ] = another dose, or the depositor's remark. Unless noted, the call rests on the fitted dose curve; in most records, active means well fitted curve in the direction sought with a large enough effect; inconclusive means small, poorly fitted or top-dose-only effect, or another doubt; inactive means no such curve, though single readings can be large; an effect the other way counts as inactive or inconclusive. Unless noted, on the % scale 0 is the no-effect control and ±100 the full control effect.
SMILES,15-hLO-2 inh,IMPase inh,12-hLO inh,PNC inhibitor
Cc1ccc2c(c1)c1c3n2CCCNC3CCC1 (stereo not drawn),27%,-1,1%,-25
COc1ccccc1NC(=O)CSc1nc2ccccc2c(=O)n1CCNC(C)=O,-3%,3,-6%,0
COc1cc2cc(CN(CCN3CCCC3)C(=O)Nc3ccccc3Cl)c(=O)[nH]c2cc1OC,32%[activator],-6,0%,-19
CCCCC(=O)NCCNC(=O)c1cc(OCC(F)(F)F)ccc1OCC(F)(F)F,1%,-8,1%,42
O=C(O)CN(CC(=O)O)CC(=O)O,11%,x,-8%,x
O=C(c1ccccc1)N1CCC(O)(c2ccc3c(c2)OCO3)CC1,x,14,-4%,5
COc1ccc2c3c(cccc13)N(C)N=C2C,2.5µM*,8,u,-29
O=C(CSc1ncn(-c2ccccc2)n1)N1CCc2ccccc21,u,6,-11%,-5
Cc1ccc(/C(C#N)=C/c2cccc([N+](=O)[O-])c2)cc1,-5%[11.4 µM],x,-2%[11.4 µM],x
O=C(CSc1nnc(COc2ccc(Cl)cc2)o1)N1CCN(c2ccccc2)CC1,3%,6,-1%,u
O=C(Oc1cccc2cccnc12)c1cccs1,-6%,-9,-25%,1
C=CCOc1ccc(CC(=O)O)cc1Cl,-16%[0.0915 µM],x,-5%[0.00818 µM],x
COc1cccc(-c2nnn(CCC(=O)O)n2)c1,-7%,4,1%,-4
Cc1ccc(C(=O)N/C(=C/c2cccs2)C(=O)NCCCn2ccnc2)cc1,x,x,3%,44
O=C(CN1CCC(NC(=O)Cc2ccccc2)CC1)Nc1ccccc1Br,x,x,-2%,49
c1ccc(-c2csc(=Nc3cccnc3)n2CC2CCCO2)cc1 (stereo not drawn),x,13,-1%,-4
Cc1cc(C)n(-c2ccc(C(=O)Nc3ccc4c(c3)OCO4)cc2)n1,-5%,6,-3%,13
COc1ccc(C)cc1NC(=O)C(NCC1CCCO1)c1ccccc1 (stereo not drawn),x,x,0%,-17
Cc1ccc(OCC(=O)NNC(=O)c2cc3ccccc3o2)cc1,-11%,-12,-3%,u
CC(=O)Nc1ccc(NC(C)=O)s1,-1%,-8,-1%,15

# Next section, starting with the last 6 of the part before.
SMILES,15-hLO-2 inh,IMPase inh,12-hLO inh,PNC inhibitor
O=C(CN1CCC(NC(=O)Cc2ccccc2)CC1)Nc1ccccc1Br,x,x,-2%,49
c1ccc(-c2csc(=Nc3cccnc3)n2CC2CCCO2)cc1 (stereo not drawn),x,13,-1%,-4
Cc1cc(C)n(-c2ccc(C(=O)Nc3ccc4c(c3)OCO4)cc2)n1,-5%,6,-3%,13
COc1ccc(C)cc1NC(=O)C(NCC1CCCO1)c1ccccc1 (stereo not drawn),x,x,0%,-17
Cc1ccc(OCC(=O)NNC(=O)c2cc3ccccc3o2)cc1,-11%,-12,-3%,u
CC(=O)Nc1ccc(NC(C)=O)s1,-1%,-8,-1%,15
COc1ccccc1CC(=N)N1C[C@@H]2C(=O)CCC(c3ccccc3)(c3ccccc3)[C@@H]2C1,36%[activator],11,-1%,x
CC(=O)c1ccc(-c2cccc(-c3cc(=O)oc4ccc(C(C)(C)C)cc34)c2)cc1,7%[0.0915 µM],x,1%[0.00818 µM],x
O=C(NCc1ccc2c(c1)OCO2)c1ccc(CSCc2ccc(Cl)cc2)o1,x,x,-2%,-27
CCn1c2ccccc2c2cc(NC(=O)CSc3nnc(-c4ccccc4)o3)ccc21,2%,3,-3%,17
Nc1nc(-c2cccc(NS(=O)(=O)c3ccccc3)c2)cs1,-5%,4,-15%,11
CCc1nnc(NCC(=O)N2CCc3ccccc32)s1,-18%,u,-12%,u
O=C(N/C(=C/c1ccc(Br)cc1)c1nc2ccccc2[nH]1)c1ccco1,-5%,1,0%,-3
CC1CCCCC1NC(=O)Cn1ncc2ccccc21 (stereo not drawn),-5%,-2,-3%,16
Fc1ccc(Cn2nnnc2CN2CCN(C3CCCCC3)CC2)cc1,-2%,6,1%,-24
CC1CCc2c(nc3ncnn3c2N2CCN(c3ccccc3F)CC2)C1 (stereo not drawn),-6%,-10,-4%,17
COc1cc(C(Nc2ccccn2)c2ccc3ccc(C)nc3c2O)cc(OC)c1O (stereo not drawn),77%[activator],5,u,-26
CC(NC(=O)/C(=C/c1cccc([N+](=O)[O-])c1)NC(=O)c1ccco1)C(=O)O (stereo not drawn),x,5,-4%,-28
C=CCn1c(SCC)nc2sc3c(c2c1=O)CCc1ccccc1-3,-11%,5,4%,-18
COc1cccc(Cn2c(=O)c(-c3cccs3)nc3cnc(Nc4ccccc4)nc32)c1,3%,x,-2%,x
O=C(CC(C(=O)N1CCc2ccccc21)n1ccnc1)N1CCc2ccccc2C1 (stereo not drawn),61%[activator],-8,-7%,6
CCc1ccc(OCc2ccc(C(=O)NCc3ccccn3)o2)cc1,24%,12,1%,u
CC(=O)c1c(C)[nH]c(C(=O)NCCN2CCC(C)CC2)c1C,-3%,5,-4%,-8
CSc1cccc(NC(=O)c2c(Cl)cnn2C)c1,-1%,u,-2%,5
Cc1nc2ccccc2c(=O)n1/N=C/c1ccc(N(C)C)cc1,-2%,-2,3%,-13
Cc1cccc(NS(=O)(=O)c2cccc3nsnc23)c1,-8%,7,1%,-4
c1ccc2nc3c(nc2c1)[nH]c1ccccc13,-12%,-3,4%,-13
O=C(O)c1ccc(-c2ccc(O)c(F)c2)cc1,-3%,1,0%,7
Cc1ccc(CNC(=O)CCS(=O)(=O)c2cccc3nonc23)cc1,4%,18,-9%,28
COc1cc(NC(=S)N2CCN(c3ccccn3)CC2)cc(OC)c1,x,-2,-1%,33
CN1CCN(/C=N/c2c(C#N)cnn2-c2ccccc2)CC1,-3%,19,3%,u
O=C1CSC(=S)N1N=C1CCCCCC1,x,3,42%,u
CC12CCC(=O)N1C(C(=O)OCC(=O)Nc1sccc1C#N)CS2 (stereo not drawn),1%,4,-1%,11
CCOC(=O)CSc1nc(N)c(C#N)c(-c2ccc(OCC)cc2)c1C#N,-7%,u,-1%,-20
Cc1nn(Cc2ccccc2)c(C)c1NC(=O)CSc1nnc(-c2cc(Cl)ccc2O)n1C,-3%,10,-16%,-14
COC(=O)c1cc(C)sc1NC(=O)C1CC(=O)NN1Cc1ccccc1 (stereo not drawn),x,-2,-3%,28
COC(=O)CSc1snnc1-c1ccc(Cl)c(Cl)c1,3%,-5,-12%,8
CCn1nc(C)c(NC(=O)c2cc(Br)ccc2Cl)c1C,2%,7,-2%,7
Cc1ccc(C2CC2c2n[nH]c(=S)n2-c2cccc(Cl)c2)cc1 (stereo not drawn),x,x,u,u
c1ccc2c(c1)ncn2CCC1CCCCC1,15%,-4,4%,-18
COc1ccc(CCN(C)C(=O)CN2C(=O)c3ccccc3S2(=O)=O)cc1OC,7%,0,-3%,u
CCOC(=O)N1CCC(NC(=O)CS(=O)(=O)Cc2nc(-c3cccc(OC)c3)oc2C)CC1,-1%,3,-5%,42
O=[N+]([O-])c1ccc(COc2cccc(CNc3ccc(Br)cc3)c2)cc1,x,-1,-8%,-7
CCN(CC)c1c2c(c(C#N)c3nc4ccccc4n13)CCC2,x,1,0%,148
CCOC(=O)CC(=O)Nc1ccc(C(=O)OCC)cc1,-6%,10,3%,2
CC1CCN(C(=O)c2ccc(NC(=O)C3CCCO3)cc2)CC1 (stereo not drawn),-1%,-4,-4%,u
CC(=NCc1cccc(Cl)c1)c1nc(-c2ccco2)oc1O,x,x,-2%,32
COc1cc(-c2n[nH]c(=S)n2-c2cccc(C(F)(F)F)c2)cc(OC)c1OC,x,x,-3%,-28
CS(=O)(=O)N(CC(=O)N1CCc2ccccc2C1)Cc1ccc(Cl)cc1,7%,7,-3%,1
CCN1CCN(/C=N/c2nc3c(s2)CCCC3)CC1,8%,7,7%,u
CCCCc1nc(NCCN2CCOCC2)c(C#N)c2c1COC(C)(C)C2,26%,3,2%,-9
CCN1C(=O)CSc2ccc(C(=O)NCc3ccccc3OC)cc21,6%,10,-2%,0
CC(C)COP(=O)(c1ccc(N(C)C)cc1)C(O)c1ccccc1F (stereo not drawn),-3%,u,-26%,-3
Cc1ccc(C)c(C2=CSC3=NS(=O)(=O)CCN23)c1,12%,4,-4%,-23
Cc1ccc(N=C2NC(=O)CS2)cc1,3%,7,-2%,u
c1ccc(CCn2nnnc2C(c2cccs2)N2CCOCC2)cc1 (stereo not drawn),0%,15,-3%,-4
Cc1cc(OCCOc2cccc3cccnc23)cc(C)c1Cl,37%[activator],4,-4%,u
COc1ccc(Cl)cc1C(=O)N1CCN(c2ccccn2)CC1,8%,5,1%,-20
CC(Sc1nnnn1C)C(=O)Nc1ccccc1-c1ccccc1 (stereo not drawn),-1%,1,-2%,u
Cc1ccccc1N1CCN(C(=S)c2ccc([N+](=O)[O-])cc2)CC1,x,x,-5%,u
O=C(NC(=S)Nc1ccc(NC(=O)c2ccco2)cc1)c1ccccc1,x,x,1%,-88*
N#Cc1c(SCC(=O)N2CCOCC2)nsc1SCC(=O)N1CCOCC1,-2%,3,-4%,46
CCOC(=O)c1cn(Cc2ccc(C)cc2)nn1,x,x,-1%,-2
COc1ccc2c(c1)c1nc(SCC(C)C)n(CCO)c(=O)c1n2C,-6%,-3,2%,7
Cc1cc2cc(CNC(=O)c3ccc(S(=O)(=O)N4CCCC4)cc3)ccc2n1C,-9%,-13,-3%,u
Cc1ccc2c(c1)nnn2C1CCN(C(=O)C23CC4CC(CC(C4)C2)C3)CC1,x,11,2%,u
# The listing continues:
SMILES,15-hLO-2 inh,IMPase inh,12-hLO inh,PNC inhibitor
CCCC(=O)Nc1nc(C)c(-c2csc(Nc3ccccc3OC)n2)s1,28%,u,-14%,-12
Cc1nn(C(=O)c2c([N+](=O)[O-])cnn2C)c(C)c1Cl,x,-7[1.84 µM],0%,-1
N/C(=N\S(=O)(=O)c1cccs1)c1ccccc1,1%,-8,1%,26
CN(CC(=O)Nc1ccc(Cl)cc1)c1ccc(S(=O)(=O)N2CCCCC2)cc1[N+](=O)[O-],x,14,-7%,5
O=C(c1cc2cc(Br)ccc2oc1=O)N1CCCC1,-2%,4,-9%,-27
COc1cccc(NC(=O)c2cn(C)c(=O)c3cc(OC)c(OC)cc23)c1,x,-8,6%,68
Nc1nc(SCc2ccccc2[N+](=O)[O-])c2[nH]cnc2n1,-2%[11.4 µM],x,1%[11.4 µM],x
Cc1cc(C)n(-c2nc3c(c(=O)[nH]c(=O)n3C)n2C(C)C)n1,-9%,1,6%,17
COc1ccc2c3c(cccc13)OCC2=O,-9%,-2,-5%,-7
CCOC(=O)c1c2c(n3ccccc13)C(=O)c1ccccc1C2=O,-8%[11.4 µM],x,-4%[11.4 µM],x
COc1ccc(C(=O)NCC(=O)OCc2csc(-c3ccccc3)n2)cc1,x,x,-3%,20
COc1ccc(OCCSc2nnc(-c3ccccc3)n2N)cc1,0%,3,-4%,-10
CCN(CC)C(=O)c1c[nH]c2ccc(S(=O)(=O)Nc3cc(C)cc(C)c3)cc2c1=O,1%,3,-4%,6
O=Cc1ccc(B(O)O)cc1,-3%,x,-2%,x
Cc1ccc(CSc2nnc(-c3ccncc3)n2C)cc1,3%,3,3%,43
O=S(=O)(NCc1cccs1)c1cccc2cccnc12,-11%,-6,1%,-4
Cc1ccc2oc(=O)c(/C=C(\O)CC(C)C)nc2c1,x,x,-3%,-27
C=CCSC[C@@H]1Nc2cc(Cl)c(S(N)(=O)=O)cc2S(=O)(=O)N1,0%[25.6 µM],-8[20.6 µM],1%[25.6 µM],x
Cc1cc(C)cc(NS(=O)(=O)c2cnc(Cl)c(Cl)c2)c1,-10%,-3,-2%,u

# Screening results deposited in PubChem by National Center for Advancing Translational Sciences (NCATS).

# Only part of the results is shown; rates above refer to the full screens.
